Screening results deposited in PubChem BioAssay by National Center for Advancing Translational Sciences (NCATS).
HT1080-NT tox: kills 2HG-producing HT-1080-NT fibrosarcoma cells. Potency, µM (titrated, usually from 46.1 µM), inactives show at the top dose activity, negative = less viability, most hits filed as cytotoxic. HT-1080-NT fibrosarcoma viability, CellTiter-Glo ATP luminescence, 48 h. hit rate 1.6% among 360,000;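 also: NT is the 2HG producing partner of a matched IDH1 knockdown line; potency is read from the fitted curve at half-maximal effect; 0% = DMSO-treated cells and -100% = media-only wells without cells; nearly all actives have a fitted effect of over 55% in size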
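Compounds were tested in concentration-response format on HT-1080-NT cells for 48 hours at 37 degrees C. Cell viability came from CellTiter-Glo luminescence; curves were classified by r2, response magnitude and activity.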
HEK293 tox: cytotoxicity counter-screen for GLP-1 receptor inverse agonists | HEK293 cAMP-luciferase reporter cells, luminescence, 24 h | Potency, µM (highest dose often 38.3 µM), for the others: at the highest dose activity change, negative = inhibition, usual class: inhibitors | hit rate 0.13% among 410,000 | AID 624418;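 also: loss of luciferase light is scored as toxicity; potency is read from the fitted curve at half-maximal effect; % is scaled to controls: 0 for no effect and ±100 for the full control effect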
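Step one: seed cells (200 cells/uL, DMEM with 10% Nu serum, 1% pen-strep). Step two: 12-hour incubation at 37 deg C. Step three: pin 23 nL compound, incubate 24 hr. Step four: add luciferase reagent, read luminescence 12 min later.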
MCF10A rereplic: induces DNA re-replication in MCF 10a normal breast cells. MCF 10A DNA re-replication, Hoechst nuclear intensity, 48 h. hit rate 2.9% among 350,000. Potency, µM (top dose mostly 46.1 µM), for the others: top-dose activity, positive = re-replication, hits mostly activators; also: potency is read from the fitted curve at half-maximal effect; % of control where 0% means no effect; nearly all actives have a fitted effect of over 50% in size
SW480 rereplic: inducers of DNA re-replication in SW480 colon cancer cells; SW480 DNA re-replication, Hoechst DNA content imaging, 48 h; Potency, µM (series often up to 46.1 µM), without a hit: at the highest dose re-replication activation, most hits filed as activators; hit rate 1.8% among 340,000; AID 624297; also: potency is read from the fitted curve at half-maximal effect; % of control where 0% means no effect; nearly all actives have a fitted effect of over 55% in size
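Readout is total intensity of Hoechst-stained nuclei, excited at 405 nm and collected at 500-530 nm. Compound treatment lasted 48 hr at 37 C in 5% CO2 before staining.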
IL-1B inflam inh: inhibitors of inflammasome signaling (IL-1 beta secretion) | hit rate 4.7% among 360,000 | THP-1 LPS/ATP IL-1B secretion, AlphaLISA, 16 h; stronger effect = lower value | AID 743279 | activity change, % at 57.5 µM; in the data active = activity change below about -50%; inconclusive = mostly about -30% to -49%; also: % is scaled to controls: 0 for no effect and ±100 for the full control effect
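THP-1 cells pretreated 1 hr with compounds (up to 57.5 uM final), then stimulated with LPS (250 ng/mL final) plus ATP (1.25 mM final); secreted IL-1B measured by AlphaLISA after 16 hr, decreased signal indicating inhibition.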
D3 ag: activates the human D3 dopamine receptor; P35462; D3R DiscoveRx beta-arrestin cells, luminescence, 90 min; AID 652048; hit rate 0.58% among 410,000; max activation, %; in the data active = max activation above about 30%; also: 0% is about no effect; mostly tested at two doses, the higher about 12 µM
Target sequence (P35462 whole entry, looked up): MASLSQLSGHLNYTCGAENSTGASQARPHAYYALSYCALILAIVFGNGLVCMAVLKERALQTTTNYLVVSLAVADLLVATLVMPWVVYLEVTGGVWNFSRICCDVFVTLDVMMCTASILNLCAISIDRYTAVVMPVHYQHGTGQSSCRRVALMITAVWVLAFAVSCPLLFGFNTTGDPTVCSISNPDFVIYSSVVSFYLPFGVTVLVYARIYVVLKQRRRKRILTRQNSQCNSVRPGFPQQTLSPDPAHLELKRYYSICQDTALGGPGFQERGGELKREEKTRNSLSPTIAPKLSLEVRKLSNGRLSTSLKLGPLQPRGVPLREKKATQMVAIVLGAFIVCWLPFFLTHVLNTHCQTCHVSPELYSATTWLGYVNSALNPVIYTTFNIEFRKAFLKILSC
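Agonist-mode cell screen: cells plated at 1500/well and incubated overnight at 37 °C, then exposed to library compounds for 90 min at 37 °C. Detection reagent was added for 30–60 min at room temperature, and luminescence was read.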
HT1080 IDH1KD tx: HT-1080 IDH1 knockdown cell toxicity (counter line). Potency, µM (doses to about 46.1 µM), inactives show at the highest dose activity, negative = toxicity, usual class: cytotoxic. HT-1080 IDH1 knockdown viability, ATP luminescence, 48 h. AID 686971. hit rate 2% among 360,000;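 also: potency is read from the fitted curve at half-maximal effect; 0% = DMSO wells and -100% = cell-free medium wells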
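% activity derives from luminescence (CellTiter-Glo), normalised to DMSO and no-cell wells. HT-1080-IDH1KD cells, 750/well, had 48 h compound exposure at 37 °C.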
KB-3-1 cytotox: KB-3-1 parental cell cytotoxicity. AID 1347075. hit rate 1.4% among 400,000. Potency, µM (doses to about 46.1 µM), for inactives: at the highest dose activity change, negative = cytotoxic, most hits filed as cytotoxic. KB-3-1 viability, CellTiter-Glo ATP luminescence, 72 h; also: potency is read from the fitted curve at half-maximal effect; % is scaled to controls: 0 for no effect and ±100 for the full control effect; nearly all actives have a fitted effect of over 60% in size
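Luminescent ATP read-out (CellTiter-Glo) measures survival of drug-naive KB-3-1 cells after 72 h compound exposure at 37 °C. Titration series was screened from lowest to highest concentration, with DMSO vehicle plates as background controls.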
KB-V1 MDR tox: kills drug-selected multidrug resistant KB-V1 cells. KB-V1 MDR cells viability, CellTiter-Glo, 72 h. Potency, µM (top dose mostly 46.1 µM), inactives show top-dose activity change, negative = cytotoxicity, most hits filed as cytotoxic. hit rate 3.4% among 400,000. AID 1347076; also: potency is read from the fitted curve at half-maximal effect; % is scaled to controls: 0 for no effect and ±100 for the full control effect; nearly all actives have a fitted effect of over 60% in size
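Cytotoxicity toward P-gp-expressing KB-V1 cells was determined as loss of CellTiter-Glo luminescence after 72 h at 37 degrees C. Compounds were tested in quantitative HTS format across a concentration range, with curves fitted to normalized data.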
* marks the source's active call; other numbers are inactive results; ? = inconclusive; . = not tested or not shown; [ ] = dose if it differs, or a comment. Unless noted, calls follow the shape of the dose curve; as a rule, active = well fitted curve in the direction sought with a large enough effect; inconclusive = small, poorly fitted or top-dose-only effect, or another doubt; inactive = no such curve, though single readings can be large; an effect the other way counts as inactive or inconclusive.

SMILES	HT1080-NT tox	HEK293 tox	MCF10A rereplic	SW480 rereplic	IL-1B inflam inh	D3 ag	HT1080 IDH1KD tx	KB-3-1 cytotox	KB-V1 MDR tox
CCN(CC1COc2ccccc2O1)C(=O)CN1C(=O)NC(C)(c2ccc(C)cc2)C1=O (configuration not stated)	7%	-19%	4%	-1%	8	5	-3%	19%	?
O=C(CSc1nc2ccccc2c(=O)n1NC(=O)c1ccccc1)c1ccc(Cl)cc1	-7%	1%	?	-16%	?	1	2%	6%	-9%
CCCS(=O)(=O)N1CCN(C(=O)c2ccco2)CC1	4%	3%	0%	-6%	9	-2	-6%	-4%	-13%
COc1ccc(-c2csc3ncnc(Nc4cccc(OC)c4)c23)cc1	.	-1%	.	.	.	6	.	-11%	7%
COc1ncccc1C(=O)N1CCCC(C(=O)c2cc(F)ccc2F)C1 (configuration not stated)	3%	-7%	-5%	-4%	15	4	15%	-10%	6%
CCOC(=O)c1cc(-c2ccccc2)n(CC(=O)NCc2ccccc2)c1C	.	-6%	.	.	.	-21	.	-4%	-1%
CCCc1n[nH]c2c1C(=O)CC(C)(C)C2	11%	-17%	-1%	-3%	17	0	12%	12%	29%
Fc1ccc(CNc2cnccn2)cc1	10%	18%	2%	16%	-8	-6	-2%	-10%	7%
COc1ccc(CN2CCOCC2)cc1Br	10%	1%	14%	-3%	-7	-12	2%	22%	0%
CCNc1sc(S(C)(=O)=O)nc1S(=O)(=O)c1ccc(Cl)cc1	-8%	12%	-3%	0%	?	2	-4%	-15%	19%
COCCCNS(=O)(=O)c1ccc(OC)c(Cl)c1Cl	4%	18%	-5%	2%	-11	-7	1%	?	?
CN(C)Cc1c(C(=O)N/N=C/c2cccc(OCc3ccccc3)c2)nnn1-c1nonc1N	9%	-6%	?	?	11	3	-5%	-19%	5%
O=C1c2ccccc2C(=O)N1CCCCN(C(=O)c1cc([N+](=O)[O-])cc([N+](=O)[O-])c1)c1ccc(Cl)cc1	14%	4%	3%	8%	-8	9	11%	-3%	-6%
Cc1cccc(C)c1N1C(=O)c2cccc([N+](=O)[O-])c2C1=O	1%	-15%	5%	7%	-10	1	8%	6%	5%
S=c1[nH]ncn1NCc1ccc(Cl)cc1Cl	2%	1%	-4%	-1%	11	-9	-1%	4%	12%
Cc1ccc2[nH]c(=O)c(CN(Cc3ccco3)C(=O)N3CCOCC3)cc2c1	-1%	6%	1%	0%	0	-2	0%	24%	-22%
CCOC(=O)CCSc1nc(C)c2cc(OC)ccc2n1	6%	-13%	2%	-1%	20	0	-1%	-3%	12%
Cc1ccc2c(c1)N(CC(=O)NC1CCCC1)C(=O)C(C)O2 (configuration not stated)	9%	-16%	3%	12%	-7	-5	2%	1%	1%
CCOC(=O)c1[nH]c(C)c(C(=O)NC(C)(C)C)c1C	19%	-2%	0%	-10%	17	8	14%	15%	-4%
O=C(CSc1n[nH]c(=O)[nH]c1=O)N/N=C/C=C/c1ccccc1	1%	4%	-3%	-49%	-10	1	1%	3%	17%
CNC(=O)Nc1ccc(Cn2cc(C(F)(F)F)ccc2=O)cc1	?	-5%	-3%	?	11	5	?	2%	0%
CC(C)C[C@H]1COCCS(=O)(=O)N1Cc1ccc(Cl)c(Cl)c1	0%	18%	-17%	0%	-29	-12	4%	-7%	2%
Cc1ccc(S(=O)(=O)NCC(=O)OCN2C(=O)c3ccccc3C2=O)cc1	13%	-6%	?	?	17	3	13%	2%	19%
CCOc1ccccc1Nc1nnc(-c2cc3cc(Cl)ccc3oc2=O)s1	.	11%	.	.	.	7	.	?	?
O=C(Nc1ccc(-c2nc3ccccc3o2)c(O)c1)c1cc(Cl)ccc1Cl	.	10%	.	.	.	5	.	0%	-20%
COc1ccc(-c2ccc(CNCCCN3CCOCC3)o2)cc1Cl	?	-7%	23%	?	-66*	-15	?	-4%	8%
CC(OC(=O)/C=C/c1ccc(Br)cc1)C(=O)N1CCOCC1 (configuration not stated)	-6%	18%	5%	6%	-21	-2	-9%	-4%	?
Cn1ccnc1SCC(=O)Nc1ccc2c(c1)OCCO2	7%	-8%	0%	?	-13	4	3%	-4%	0%
CCCCOC(=O)c1ccc(NC(=O)CSc2nnnn2C)cc1	?	5%	-4%	9%	-3	1	?	-1%	8%
O=C(COC(=O)c1n[nH]c2ccccc12)NC(=O)NCc1ccco1	1%	-8%	-8%	-3%	8	1	3%	0%	16%
Clc1ccc(-c2cn(-c3ccc(Cl)cc3)c3[n+]2CCCCC3)cc1	-28%	16%	19%	-11%	-7	-18	-15%	?	-4%
Cc1c(C)n(CC(O)CSc2ccccc2)c2ccccc12 (configuration not stated)	-30%	2%	.	.	?	6	?	-6%	4%
Cc1cccc(NC(=O)N2CCC(NC(=O)c3ccco3)CC2)c1	4%	-5%	-4%	-8%	0	2	-3%	-2%	3%
O=C(C1=NN(c2ccccc2)C2C(=O)N(c3ccccc3)C(=O)C12)c1ccccc1 (configuration not stated)	10%	159%[activator]	6%	-7%	-5	5	13%	23%	34%
O=C(/C=C/c1ccc(OCc2cccc(Cl)c2)cc1)N1CCOCC1	-11%	-12%	1%	-11%	-20	8	-12%	-28%	-22%
O=C(Nc1ncc([N+](=O)[O-])s1)C1CC(=O)N(c2ccc(F)cc2)C1 (configuration not stated)	-17%	?	?	?	29	7	-18%	11%	23%
COc1ccc(C2CC(c3ccc(C)o3)=NN2C(C)=O)cc1 (configuration not stated)	1%	16%	1%	-12%	-1	-1	-8%	3%	-44%
CCOc1ccc(NC(=O)c2ccc(NC(=O)c3ccccc3Br)cc2)cc1	-23%	-25%	?	-5%	36	-1	-15%	-5%	-2%
Fc1cccc2sc(Nc3nc4cc5c(cc4s3)OCCO5)nc12	?	88%[activator]	5.2µM*	-6%	2	13	?	?	-12%
CCOC(=O)C1=C(O)C(=O)N(Cc2ccccc2)C1	7%	4%	-11%	-3%	5	5	9%	9%	7%
COc1ccc(OC)c(Nc2nc(C3CC3)nc3c2nnn3Cc2ccccc2)c1	8%	13%	-14%	-24%	35	10	10%	-5%	2.1µM*
CC(C)c1ccc(/C=C(\C#N)c2nc(-c3ccc(O)cc3)cs2)cc1	.	42%	.	.	.	-14	.	-33%	?
Cc1ccc(-c2ccc(=O)n(CC(=O)NCCN(CC(C)C)CC(C)C)n2)cc1	17%	?	-1%	-3%	-9	-2	13%	1%	-15%
CCS(=O)(=O)NCCc1ccc(OC)c(OC)c1	5%	-9%	-2%	-4%	-10	-4	8%	1%	14%
COc1ccc(N2CCN(C(=O)COC(=O)CNC(=O)c3ccc(Cl)cc3Cl)CC2)cc1	-1%	-1%	0%	?	3	-8	-7%	-1%	3%
O=C(Nc1ccccc1C(=O)Nc1cccnc1)c1ccccc1	-7%	4%	1%	-26%	-12	3	-10%	4%	?
CCN(CC(=O)Nc1ccc(NC(C)=O)cc1)C(=O)/C=C/c1cn(-c2ccccc2)nc1-c1ccc(C)cc1	-27%	-1%	-4%	-2%	?	-2	-24%	21%	-2%
COCCN(C(=O)CNC(=O)c1ccco1)C(C(=O)NC1CCCC1)c1cccc(OC)c1 (configuration not stated)	5%	7%	-8%	4%	15	-2	0%	7%	10%
CC(CNC(=O)CN1C(=O)CCSc2ccccc21)c1ccccc1 (configuration not stated)	13%	-1%	7%	-15%	4	-4	18%	8%	-3%
CCC(C)N1CC(O)=C(c2nc3ccccc3[nH]2)C1=N (configuration not stated)	4%	-27%	0%	-1%	?	-1	-21%	6%	?

(more compounds)
SMILES	HT1080-NT tox	HEK293 tox	MCF10A rereplic	SW480 rereplic	IL-1B inflam inh	D3 ag	HT1080 IDH1KD tx	KB-3-1 cytotox	KB-V1 MDR tox
O=C(Nc1ncccc1Cl)c1ccc2c(c1)OCCO2	8%	-12%	0%	-13%	-4	2	2%	-3%	2%
O=C(CCC1CCCCC1)Nc1nnc(C(F)(F)F)s1	-10%	6%	-2%	-22%	34	5	-9%	-11%	1%
Cc1cc(C)nc(NNS(=O)(=O)c2c(F)cc(F)cc2Br)n1	-6%	0%	-3%	-4%	8	-28	0%	1%	-15%
O=C(O)C(CCC(C(=O)O)c1ccccc1)c1ccccc1 (configuration not stated)	14%	4%	-38%	-5%	1	-1	8%	?	16%
O=C1[C@@H]2Cc3c([nH]c4ccccc34)C(c3ccc([N+](=O)[O-])cc3)N2C(=O)CN1C1CC1 (some centres not stated)	?	-18%	-6%	0%	-21	1	-24%	?	?
O=C(NC(=S)Nc1cc(C(F)(F)F)ccc1N1CCOCC1)c1sc2ccccc2c1Cl	3%	-12%	?	5%	64	-8	2%	-7%	-5%
CCN(CC)c1ccc(N=Cc2ccc([N+](=O)[O-])o2)cc1	18µM*	7%	23µM*	2.3µM*	-67*	-4	?	18µM*	0%
COc1ccc(NC(=O)c2oc3ccccc3c2NC(=O)c2ccc3c(c2)OCO3)cc1	4%	1%	10%	8%	.	-13	-14%	-2%	?
COc1ccccc1CCNC(=O)C(=O)NCCC1CCCCN1S(=O)(=O)c1ccccc1 (configuration not stated)	-13%	1%	8%	-530%[inhibitor]	-15	3	-16%	-14%	-8%

Reprinted at random: three entries already listed
SMILES	HT1080-NT tox	HEK293 tox	MCF10A rereplic	SW480 rereplic	IL-1B inflam inh	D3 ag	HT1080 IDH1KD tx	KB-3-1 cytotox	KB-V1 MDR tox
O=C(NC(=S)Nc1cc(C(F)(F)F)ccc1N1CCOCC1)c1sc2ccccc2c1Cl	3%	-12%	?	5%	64	-8	2%	-7%	-5%
CCOC(=O)c1[nH]c(C)c(C(=O)NC(C)(C)C)c1C	19%	-2%	0%	-10%	17	8	14%	15%	-4%
Cc1ccc2[nH]c(=O)c(CN(Cc3ccco3)C(=O)N3CCOCC3)cc2c1	-1%	6%	1%	0%	0	-2	0%	24%	-22%
